RTF Ca sens inh: cardiac RTF calcium desensitization. P19429+P45379. IANBD-labeled cardiac RTF, Ca2+ fluorescence. inhibition, % at 7.15 µM. actives 0.12% (n = 340,000). AID 493244;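 active means inhibition above the mean inhibition of all tested compounds plus 3 SD, cut at about 17% in these data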;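 further: assay run at fixed EC70 calcium of 1.6 mM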
DAGLB inhibitor: diacylglycerol lipase beta (human) inhibition | HEK293T DAGLB membrane lysate, EnzChek fluorogenic substrate | actives 0.059% (n = 340,000) | Q8NCG7 | inhibition, % at 5.17 µM | AID 504411; in the data active means inhibition above about 34%;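 further: 0% = enzyme with vehicle and 100% = wells lacking enzyme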
CAL PDZ FP-1: inhibitors of human CAL PDZ peptide binding | Q9HD26 | actives 0.02% (n = 330,000) | purified CAL PDZ, TMR-peptide fluorescence polarization, 1 h | AID 504414 | inhibition, % at 20 µM;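 active means highest replicate inhibition of at least 40%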;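 further: plate controls were DMSO neutral control wells for no effect and unlabeled competitor peptide control wells for full effect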
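Assay system – tagged CAL PDZ protein CerCALP, purified · Timing – 1 h at RT · Compound – single point, 20 µM · Measured by – fluorescence polarization from S- and P-plane intensities, G-factor corrected · Evaluation – inhibition from polarization loss · Probe or stimulus – TMR reporter peptide T*-PRC34 · Buffer or medium – pH 7.4 phosphate-saline buffer, reducing agent, detergent, IgG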
Keap1 Nrf2 FP: inhibitors of human Keap1-Nrf2 protein-protein interaction. actives 0.15% (n = 340,000). inhibition, % at 9.4 µM. Q14145. Keap1 Kelch-Nrf2 peptide fluorescence polarization, 1536-well; in the data active means inhibition above about 12%;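 further: human Keap1 Kelch domain with fluorescein labeled Nrf2 9mer peptide probe; 0% = neutral control wells and 100% = peptide positive control; higher means more block of Keap1 binding to Nrf2 peptide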
NSD2 HMT inh: NSD2 (human) methyltransferase inhibition | O96028 | NSD2 peptide methylation, AlphaScreen, 120 min | inhibition, % at 12.5 µM | actives 0.54% (n = 310,000) | AID 743445; in the data active means inhibition above about 50%
Arrestin-AP2 inh: blocks beta-arrestin peptide binding to AP2 adaptin. FITC-arrestin peptide / GST-AP2 beads, flow cytometry; AP2 beta2 appendage carries R879A mutation. AID 504490. actives 0.31% (n = 340,000). inhibition, % at 10 µM;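 active means inhibition above a set limit, near 3 SD of compounds lacking own fluorescence, cut at about 54% in these data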;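 further: plate controls were DMSO wells for no effect and 5 µM unlabelled arrestin peptide for full effect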
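test system = AP2 appendage R879A on GSH beads | buffer or medium = PBS plus Tween 20 (0.05%) and BSA (0.1%) | incubation = 12 min plus 1 h, RT | detection = bead flow cytometry, FITC channel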
DSG3 Ab inh: inhibitors of pemphigus antibody binding to human desmoglein-3. P32926. DSG3-coupled beads, scFv-anti-DSG3-GFP binding, flow cytometry; active compounds read low. binding (percent of control), % at 10 µM. actives 0.48% (n = 310,000);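 active means binding more than 3 SD below its plate's average and above zero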;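 further: hits lower antibody fragment binding to DSG3; some compounds called inactive have numbers as strong as hits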
CAL PDZ FP-2: blocks peptide binding to the human CAL PDZ domain; AID 602252; inhibition, % at 24.9 µM; Q9HD26; actives 0.92% (n = 300,000); purified CAL PDZ, TMR-peptide fluorescence polarization, 1 h;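 active means mean inhibition of at least 30% with at least half of replicates also reaching 30%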;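 further: 0% = DMSO neutral control and 100% = excess unlabeled competitor peptide PRC23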
V-ATPase pH: yeast V-ATPase proton transport regulation by pHLuorin. S. cerevisiae, pHLuorin cytosolic pH fluorescence. response, % at 10 µM. AID 504577. actives 0.37% (n = 350,000); in the data active means response mostly above about 7.3%, no sharp cut-off; inactive means mostly below about 5.4%; further: actives read high; inactives centre near 0; some compounds called inactive have numbers as strong as hits; reference of the scale not given here
C-LANA FP: KSHV C-LANA DNA binding inhibition. MBP-C-LANA/FAM-LBS DNA binding, fluorescence polarization. inhibition, % at 9 µM. actives 0.078% (n = 340,000);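 active means highest replicate inhibition at or above 60% at 9 µM, even if other replicates fall short; inactive means all replicates below 60% inhibition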;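 further: 0% = neutral control wells and 100% = 4 µM acridine orange control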
An asterisk follows results filed as active; . = not tested or not shown. The list is partial, so the mix of outcomes need not match the whole.

SMILES	RTF Ca sens inh	DAGLB inhibitor	CAL PDZ FP-1	Keap1 Nrf2 FP	NSD2 HMT inh	Arrestin-AP2 inh	DSG3 Ab inh	CAL PDZ FP-2	V-ATPase pH	C-LANA FP
C=CCNC(=O)CSc1nnc(-c2ccccc2Cl)n1-c1c(C)n(C)n(-c2ccccc2)c1=O	-5.7	0.8	0.1	-7.0	1.5	-0.8	92.9	.	0.1	0.1
CC(C)(C)C(=O)Cn1ncc(N2CCCC2)c(Br)c1=O	-6.4	0.9	-1.9	-4.6	3.3	6.6	105.2	1.8	0.4	-0.2
COC(=O)c1sc(-c2ccc(C(C)(C)C)cc2)cc1NC(=O)CCC(=O)O	.	.	.	.	9.7	-7.7	102.5	.	-3.2	.
O=C(Nc1c(-c2cccs2)nc2ccccn12)c1ccccc1F	-2.9	2.8	-1.6	-3.4	-0.5	-2.9	120.7	-4.3	-3.5	0.3
COc1cc(C(=O)N/N=C/c2ccc(OC(=O)c3ccccc3)c(OC)c2)ccc1O	0.9	-2.7	-1.0	-3.4	1.1	15.0	.	.	-1.8	0.8
COc1ccc(-n2ccnc(SCC(=O)NCc3ccccc3Cl)c2=O)cc1	-11.2	3.4	-2.4	-11.3	3.8	19.3	.	7.2	-0.5	0.2
O=C(CCN1C(=O)C2CC=CCC2C1=O)N1CCN(c2ccccn2)CC1 (stereo not given)	3.3	2.1	.	0.6	-1.1	-6.1	97.6	3.9	1.4	-0.7
COC(=O)c1cc(NC(=O)CC2NC3CCCCC3NC2=O)cc(C(=O)OC)c1 (stereo not given)	-11.1	-3.2	-0.5	1.1	-1.7	-5.3	103.5	-1.8	0.0	1.6
O=c1[nH]c(N2CCCCCC2)nc2ncn(Cc3ccccc3)c12	5.0	-0.5	-0.7	-0.8	-23.7	33.6	92.3	-7.4	-2.6	0.3
CC(C)[C@H](NC(=O)c1ccccc1Cl)C(=O)OCc1cc(=O)n2cc(Br)ccc2n1	2.9	-1.4	-0.1	-1.1	-4.8	-5.0	106.7	-4.2	-3.7	2.1
Cc1ccc2c(CC(=O)NNC(=O)c3ccccc3)coc2c1	2.6	-2.5	-1.8	-6.9	-1.9	3.5	111.3	-2.0	1.8	0.1
CN(C)CCNC(=O)Cn1ccc2cc(S(=O)(=O)N3CCCCCC3)ccc21	6.7	-0.1	-1.1	1.7	-1.0	-5.0	95.1	-4.3	5.4	0.4
C/C(CC(=O)NC1CCCCC1)=N\NC(=O)c1ccccc1C	-3.2	2.4	-2.0	2.1	-5.4	-6.7	110.7	0.1	5.0	0.6
O=C(COC(=O)c1ccccc1Cl)NC1CCCCCCC1	3.3	-3.7	0.2	-3.1	-0.2	-13.4	107.9	-5.9	2.4	0.4
COc1cccc(-c2ccc(C#N)c(OC(=O)c3c(Cl)cccc3Cl)n2)c1	3.1	-19.8	-3.0	-0.4	-1.2	1.5	102.2	-3.6	1.2	-0.8
Cc1c(C(=O)Nc2ccc3c(c2)OCO3)sc2ncn(CC(=O)N3CC(C)CC(C)C3)c(=O)c12 (stereo not given)	-2.2	-3.0	-0.8	-1.2	-3.0	-1.6	97.3	.	4.0	-0.2
CC(=O)C1=C(C)OC(N)=C(C#N)C1c1cccc2ccccc12 (stereo not given)	-2.4	-1.8	-0.6	-3.2	14.0	-13.8	109.3	-4.7	4.3	0.7
Cc1ccc2cccc(OCC(=O)N3CC(C)CC(C)C3)c2n1 (stereo not given)	0.7	2.5	-20.8	1.1	-0.6	-3.8	98.8	4.7	1.5	2.0
Cc1ccc(CN2CCC(N3CC(C)OC(C)C3)CC2)cc1 (stereo not given)	-11.0	1.5	0.1	-3.0	9.2	31.6	101.2	-0.8	-4.7	0.4
O=C(CCc1ccccc1)Nc1ncc2c(n1)CCCC2=O	1.8	-3.9	0.3	-5.5	-2.1	-4.0	101.7	-2.4	0.9	-2.5
COC(=O)/C=C/c1ccc(-n2ccnc2)cc1	-8.7	1.2	-3.0	-2.3	-1.3	1.7	88.1	0.0	1.3	-1.6
Cc1cc(C(=O)N/N=C/c2cccc(Cl)c2Cl)no1	1.4	-1.8	-4.2	-5.1	-4.3	2.0	99.1	-1.5	-2.0	-1.3
CN(C)C(=O)C[n+]1ccc(/C=N/O)cc1	-0.3	-1.9	-0.8	2.1	-4.1	5.5	82.3	1.5	-6.6	0.0
CN1CCN(c2ncccc2S(=O)(=O)N2CCCCC2)CC1	4.2	0.7	.	1.5	1.3	21.0	101.8	-4.2	5.7	6.9
CNC(=S)NCCCc1ccccc1	-10.6	-1.4	-0.1	-3.5	11.3	7.2	90.2	1.6	-2.4	-0.2

In the list so far, these contain bromine.
SMILES	RTF Ca sens inh	DAGLB inhibitor	CAL PDZ FP-1	Keap1 Nrf2 FP	NSD2 HMT inh	Arrestin-AP2 inh	DSG3 Ab inh	CAL PDZ FP-2	V-ATPase pH	C-LANA FP
CC(C)(C)C(=O)Cn1ncc(N2CCCC2)c(Br)c1=O	-6.4	0.9	-1.9	-4.6	3.3	6.6	105.2	1.8	0.4	-0.2
CC(C)[C@H](NC(=O)c1ccccc1Cl)C(=O)OCc1cc(=O)n2cc(Br)ccc2n1	2.9	-1.4	-0.1	-1.1	-4.8	-5.0	106.7	-4.2	-3.7	2.1

(continued)
SMILES	RTF Ca sens inh	DAGLB inhibitor	CAL PDZ FP-1	Keap1 Nrf2 FP	NSD2 HMT inh	Arrestin-AP2 inh	DSG3 Ab inh	CAL PDZ FP-2	V-ATPase pH	C-LANA FP
CCOC(=O)C1CCCN(C(=O)CC(C)c2ccccc2)C1 (stereo not given)	-19.4	1.0	-2.0	-6.5	-1.7	3.5	101.8	0.1	1.3	2.0
COc1ccc(/C=C2\NC(=O)C(C=NCc3ccccc3)=C2O)cc1	-2.6	0.3	1.3	-1.6	-1.2	8.9	99.7	-0.7	1.9	2.4
Cc1nc(SCC(=O)NCCc2ccccc2)c2c(=O)n(C)c(=O)n(C)c2n1	-4.8	5.3	-0.6	-0.7	-3.5	38.9	103.8	-1.7	-0.1	2.6
CN1CCCC(CN2c3ccccc3Sc3ccccc32)C1 (stereo not given)	24.1*	4.0	1.2	0.4	.	38.2	97.3	0.1	-6.2	0.3
O=C(COC(=O)c1cnccn1)Nc1ncc(Cl)cc1Cl	-14.6	3.9	0.0	0.6	-4.9	2.5	98.8	.	-3.3	5.3
COc1ccc(-c2cc(C#N)nc(NN)n2)cc1	-8.7	-12.7	-1.5	0.4	.	4.2	108.3	.	1.4	-1.2
CCC(=O)N(C1=C(NC(C)C)C(=O)c2ccccc2C1=O)C(C)C	-0.2	-0.5	-1.2	4.4	69.7*	27.1	98.0	-4.0	6.5	5.7
CC(C)[C@@H]1CN=C(N)N1C[C@@H]1CCCN1C[C@H](C)N1C[C@@H](Cc2ccccc2)N(CCc2ccc(Cl)c(Cl)c2)C1=N	1.7	1.4	-2.1	-5.7	.	-2.1	125.9	-8.0	4.8	0.2
O=C(CCN1CCC2CCC(C2)C1)c1ccccc1 (stereo not given)	7.0	-1.5	0.0	-1.4	-0.1	6.5	95.9	-0.6	1.1	-1.5
O=C(Nc1ccccc1)c1ccc(S(=O)(=O)NCc2ccco2)cc1	-3.2	-1.7	-0.5	2.0	-0.7	-4.9	104.1	39.1*	1.3	-2.8
O=C(Nc1ccc(F)cc1)c1ccc(S(=O)(=O)N2CCOCC2)o1	.	.	.	.	-0.9	0.2	102.4	.	0.1	.
O=C(CSc1nnc(CNC(=O)c2ccco2)o1)Nc1ccccc1	-1.1	0.5	-2.2	-4.9	-3.4	-11.8	85.1	0.2	-0.4	1.1
CCn1c(NCCCO)nc2c(c1=O)C(C)(CC)Cc1ccccc1-2 (stereo not given)	-3.3	-1.2	-3.1	-1.9	0.7	26.4	107.3	-2.1	-3.2	1.1
NCCCC[C@@H]1NC(=O)c2cc([N+](=O)[O-])cc(I)c2SC[C@@H](C(N)=O)NC(=O)[C@H](Cc2ccc(O)cc2)NC1=O	-4.3	-3.6	-0.9	-7.1	.	7.8	102.0	-3.0	-2.3	1.5
CC(NC(=O)c1ccc(NC(=O)CC2SC(N3CCCC3)=NC2=O)cc1)c1ccc(F)cc1 (stereo not given)	-0.4	1.2	-2.7	-2.7	1.1	23.2	103.8	-1.0	-1.3	-2.1
COc1ccccc1N1CCN(C(=O)CSc2nnc(NC(=O)C(C)C)s2)CC1	-5.1	-1.6	0.6	4.2	-4.2	17.6	100.2	-1.2	0.9	1.1
COCCN(C(=O)COC(=O)CCSc1ccc(F)cc1)c1c(N)n(Cc2ccccc2)c(=O)[nH]c1=O	-3.2	-0.8	0.2	-2.3	1.6	5.9	100.2	0.2	-0.6	-9.0
CCOc1ccccc1NC(=O)N1CCCC1C(=O)Nc1nnc(CC)s1 (stereo not given)	-0.5	-0.2	0.7	-0.6	.	16.4	99.9	3.9	1.7	-0.7
COc1c(S(=O)(=O)N2CCCC2)ccc(Cl)c1Cl	-3.1	-4.2	-1.0	-4.1	0.0	2.2	104.9	-3.3	5.2	1.1
Cc1cc(OCC(=O)OCC(=O)NC2CCCC2)ccc1Cl	1.6	-5.6	-0.1	-2.2	.	-9.7	100.7	-2.2	0.0	1.4
O=C1C(=O)N(C2CCS(=O)(=O)C2)C(c2cccc(O)c2)/C1=C(/O)c1ccc(Cl)cc1 (stereo not given)	-7.2	2.2	-0.4	4.5	-3.9	9.2	93.7	-2.2	-0.6	0.2
CC(=O)/C(=N/Nc1cccc(Cl)c1)Sc1nnc(C(O)c2ccccc2)n1-c1ccccc1 (stereo not given)	1.3	0.6	-2.4	-4.5	33.1	-7.0	97.7	-2.8	-0.3	-1.0
Nc1sc2c(c1C(=O)NC1CC1)CCCC2	-10.1	-4.1	0.9	-4.6	0.7	11.9	.	2.2	0.1	0.8
O=S(=O)(SC1=NCCN1)c1ccccc1	2.3	0.6	-1.0	4.0	-1.1	0.6	88.3	6.7	-1.6	-0.5
COc1ccc(S(=O)(=O)NCCC(=O)OCc2cc(=O)oc3cc(C)ccc23)cc1[N+](=O)[O-]	-3.8	-0.8	-3.5	-3.7	2.0	-8.1	98.4	-3.8	1.3	-1.2
CC1CCC(NC(=O)c2nn(C)c3c2CS(=O)(=O)c2ccccc2-3)CC1 (stereo not given)	-9.7	3.9	-2.2	0.2	1.0	1.6	95.6	-2.5	-0.5	-1.6
Cc1nccn1CC(=O)c1ccccc1	.	-1.7	.	.	0.7	.	104.4	.	3.4	.
CCCCNC(=S)N(Cc1c(C)noc1C)c1ccccc1	-7.5	-0.4	0.8	-0.1	.	11.7	107.3	3.0	1.4	2.2
COc1cccc(-c2nnc(NC(=O)C3CCCCC3)o2)c1	-5.3	-0.2	-0.8	0.0	.	-5.7	102.3	.	2.7	-1.2

From PubChem BioAssay
